MBD2 DNA inh: inhibitors of human MBD2 binding to methylated oligonucleotide; TR-FRET; inhibition, % at 4.4 µM; actives 0.31% (n = 370,000); in the data active = inhibition above about 13%
GC-A act: GC-A (human) enzyme activation | P16066 | HEK293 GC-A cells, cGMP TR-FRET, EC30 ANP; 0% at EC30 ANP, 100% saturating ANP | activation, % at 10 µM | actives 0.14% (n = 370,000) | AID 1671463; in the data active = activation above about 40%
Target sequence (P16066 whole entry, looked up): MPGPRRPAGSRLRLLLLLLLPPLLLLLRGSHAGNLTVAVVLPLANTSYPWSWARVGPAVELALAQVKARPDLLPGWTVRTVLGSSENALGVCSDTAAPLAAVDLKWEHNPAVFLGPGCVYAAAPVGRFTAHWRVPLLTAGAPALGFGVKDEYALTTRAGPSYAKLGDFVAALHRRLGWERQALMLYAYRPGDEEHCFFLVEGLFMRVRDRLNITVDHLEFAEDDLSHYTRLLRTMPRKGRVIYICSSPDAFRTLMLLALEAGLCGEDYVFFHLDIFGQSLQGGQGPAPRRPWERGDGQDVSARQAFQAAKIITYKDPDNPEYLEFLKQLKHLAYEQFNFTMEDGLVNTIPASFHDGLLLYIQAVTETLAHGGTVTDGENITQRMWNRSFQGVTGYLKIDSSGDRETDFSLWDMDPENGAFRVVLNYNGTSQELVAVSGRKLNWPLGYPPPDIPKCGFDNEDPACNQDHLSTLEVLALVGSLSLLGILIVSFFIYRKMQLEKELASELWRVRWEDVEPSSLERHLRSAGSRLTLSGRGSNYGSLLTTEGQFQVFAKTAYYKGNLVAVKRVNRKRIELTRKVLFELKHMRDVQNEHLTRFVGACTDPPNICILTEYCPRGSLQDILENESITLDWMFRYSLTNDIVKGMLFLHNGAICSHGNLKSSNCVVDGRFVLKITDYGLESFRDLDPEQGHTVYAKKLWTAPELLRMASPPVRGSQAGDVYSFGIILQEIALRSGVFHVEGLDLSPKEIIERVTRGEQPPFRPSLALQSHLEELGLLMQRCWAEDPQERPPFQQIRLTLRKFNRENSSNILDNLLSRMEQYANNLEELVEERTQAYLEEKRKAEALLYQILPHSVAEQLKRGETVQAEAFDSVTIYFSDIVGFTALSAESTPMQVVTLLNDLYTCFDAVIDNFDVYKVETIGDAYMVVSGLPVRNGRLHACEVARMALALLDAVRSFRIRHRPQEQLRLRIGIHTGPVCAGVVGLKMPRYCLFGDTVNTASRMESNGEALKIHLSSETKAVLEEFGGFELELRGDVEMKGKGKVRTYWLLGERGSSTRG
rCAG binder: molecules binding r(CAG) RNA repeats; r(CAG) RNA repeat, TO-PRO-1 dye displacement fluorescence; inhibition, % at 3 µM; actives 1.3% (n = 370,000);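 active = inhibition above the plate cutoff, the mean of all test compounds on that plate plus 3 SD, cut at about 35% in these data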;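 also: 0% = DMSO alone and 100% = 100 µM mitoxantrone as full dye displacement; higher means more dye released from RNA so lower well fluorescence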
SIAE primary: human SIAE inhibition, primary screen | Q9HAT2 | SIAE FP-Rh probe binding, fluorescence polarization | inhibition, % at 9.66 µM | actives 0.69% (n = 370,000);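 active = inhibition above a cutoff: mean of compounds within the control limits plus 3 SD of those, cut at about 17% in these data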;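 also: 0% = plate median of compound wells and 100% = probe without SIAE protein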
GC-B act: GC-B (human) receptor activation. HEK293-GC-B cells, CNP EC30, cGMP TR-FRET; 0% at EC30 CNP, 100% saturating CNP. activation, % at 10 µM. actives 0.11% (n = 370,000);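 active = activation at 10 µM reaching about 35% in either raw or pattern-adjusted values, limit read from the data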
PRMT1 FP inh: inhibitors of human PRMT1; Q99873; recombinant PRMT1, activity-based probe fluorescence polarization; inhibition, % at 2.79 µM; actives 1.3% (n = 370,000);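 active = inhibition above about 21% made by adding two undisclosed values, limit read from the data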
ABHD4 inh: inhibitors of mouse ABHD4; Q8VD66; purified mABHD4, FP-Rh probe fluorescence polarization; inhibition, % at 8.92 µM; actives 0.54% (n = 370,000); AID 720543;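 active = inhibition exceeding the mean over every tested compound plus 3 SD, cut at about 30% in these data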;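 also: 0% = plate median of compound wells and 100% = S159A mutant with DMSO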
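Assay system: mABHD4 protein; medium: HEPES pH 7.0, NaCl, Pluronic buffer; dosing: 8.92 µM, single dose; schedule: 45 min + 60 min at 25 °C; signal: FP readout, ex 525 nm / em 598 nm; read-out: normalized percent inhibition of probe labeling; repeats: single replicate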
HTRA1 inhibitor: blocks human HTRA1 serine peptidase | recombinant HTRA1, FP-rhodamine activity-based probe, fluorescence polarization | inhibition, % at 5.96 µM | actives 0.5% (n = 340,000); in the data active = inhibition above about 36%;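 also: 0% = enzyme with DMSO and 100% = wells lacking enzyme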
UHRF1 binding: blocks human UHRF1 binding to methylated DNA | Q96T88 | UHRF1 binding to methylated oligo, TR-FRET | inhibition, % at 4.4 µM | actives 0.75% (n = 370,000); in the data active = inhibition above about 21%;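 also: UHRF1 SRA domain binding a hemimethylated CpG hairpin DNA probe; 0% = median of test compound wells and 100% = reference inhibitor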
TCR CD3 inh: human TCR-CD3 binding inhibition; actives 0.37% (n = 360,000); TAMRA-labeled TCR probe fluorescence, biochemical; AID 651800; inhibition, % at 9.4 µM; in the data active = inhibition above about 19%;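 also: recombinant mutant TCR 2C K166C tagged with TAMRA read by polarization; 0% = receptor in buffer alone and 100% = receptor with positive control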
* hit, by the source's call; . = no result given. Only part of the results is shown, so the mix of outcomes need not match the whole.

canonical_smiles,MBD2 DNA inh,GC-A act,rCAG binder,SIAE primary,GC-B act,PRMT1 FP inh,ABHD4 inh,HTRA1 inhibitor,UHRF1 binding,TCR CD3 inh
Cn1cccc1/C=N\NC(=O)Cc1ccc(Br)c2ccccc12,0,0,11,-9,0,2,-4,-42,2,-2
O=C(NN=Cc1c(O)ccc2ccccc12)c1ccc2c(c1)OCO2,6,-2,8,8,-2,0,21,37*,-1,21*
CC(Oc1cc2oc(=O)c3c(c2cc1Cl)CCC3)C(=O)NCc1cccnc1 (stereo unspecified),-4,-36,-1,6,-20,-4,1,1,-4,4
COC(=O)C(C(=O)OC)N1C(=O)CCC1=O,2,-2,-1,-6,3,6,-7,-5,7,3
O=C(N/N=C/c1ccc2c(c1)OCO2)c1ccc2c(c1)OCO2,0,0,-1,2,-2,2,2,1,2,-2
COc1ccc(Cc2nnc(NN)[nH]c2=O)cc1OC,5,0,4,0,-2,0,8,6,2,0
CSc1nc2ccc(NC(=O)c3cccs3)cc2s1,-1,1,4,-4,1,-2,-16,-38,0,-3
COCCCn1c(=O)c2sccc2n2c(CCCC(=O)N(C)Cc3ccco3)nnc12,-3,-1,1,3,-4,-4,-1,3,-1,-2
CSCC[C@H](NC(=O)[C@H]1CC[C@H](CNC(=O)[C@@H](N)Cc2ccccc2)CC1)C(=O)O,0,5,0,7,6,0,2,4,0,3
COc1ccc(C2CC(c3ccccc3)n3nnnc3N2)cc1 (stereo unspecified),3,.,1,0,.,4,-1,-1,-1,6
Cc1cccc(C)c1NC(=O)CN(C)C(=O)c1ccc2nc[nH]c2c1,4,-5,6,7,-2,2,7,6,-1,4
CCC(=O)NC(c1ccco1)c1cc(Cl)c2cccnc2c1OC (stereo unspecified),-3,3,-1,0,-3,1,11,-3,0,-4
CCNC(=S)SCCOc1ccccc1C,-4,3,-2,1,11,1,-4,-8,0,4
O=c1c2c(nc3nc(NCc4ccc(Cl)cc4)[nH]n13)CCC2,-2,0,1,7,0,-1,-1,1,0,3
CC(C)C(C)(C#N)NC(=O)CSc1nc(C2CCCCC2)n(-c2ccccc2)n1 (stereo unspecified),0,5,-8,3,2,0,-2,-3,2,-6
COC(C[C@H](O)C[C@H](O)[C@@H](C)OCc1ccccc1)OC,-3,2,-2,5,-3,0,3,-5,-4,-4
COc1cc2c(cc1OC)-c1cc(Nc3ccccc3)nc(=O)n1CC2,2,11,6,-9,3,3,-5,-2,4,-8
FC(F)(F)c1cc(-c2cccs2)nc2ncnn12,0,-2,-3,-4,-4,-1,-3,0,3,-1
CCOC(=O)N1CCN(S(=O)(=O)c2ccc3c(c2)CC(C)N3C(C)=O)CC1 (stereo unspecified),4,0,-2,-2,-1,2,2,7,1,-1
CN(NC(=O)C(C)(C)C)c1nc(-c2ccccc2)nnc1C(F)(F)F,2,-4,1,0,8,0,-3,-3,11,5
COc1ccc(NC(=O)COC(=O)C2CC2)cc1S(=O)(=O)N1CCCCC1,6,2,8,2,4,-1,-4,2,4,3
CCCC(=O)Nc1ccc(NC(=O)c2ccccn2)cn1,8,0,0,-4,1,4,-11,-1,2,-6
O=C1c2ccccc2S(=O)(=O)N1Cc1cc(=O)n2ccsc2n1,-6,-2,1,3,-1,1,-1,3,0,-2
CC1(C)CC(=O)C(C=NCc2ccc3c(c2)OCO3)=C(O)C1,3,-1,-2,-1,4,2,2,-5,8,4

Laid out differently: results already given
Each structure is followed by: MBD2 DNA inh, GC-A act, rCAG binder, SIAE primary, GC-B act, PRMT1 FP inh, ABHD4 inh, HTRA1 inhibitor, UHRF1 binding, TCR CD3 inh
CCNC(=S)SCCOc1ccccc1C
→ -4, 3, -2, 1, 11, 1, -4, -8, 0, 4
O=c1c2c(nc3nc(NCc4ccc(Cl)cc4)[nH]n13)CCC2
→ -2, 0, 1, 7, 0, -1, -1, 1, 0, 3
CC(C)C(C)(C#N)NC(=O)CSc1nc(C2CCCCC2)n(-c2ccccc2)n1 (stereo unspecified)
→ 0, 5, -8, 3, 2, 0, -2, -3, 2, -6
COC(C[C@H](O)C[C@H](O)[C@@H](C)OCc1ccccc1)OC
→ -3, 2, -2, 5, -3, 0, 3, -5, -4, -4
COc1cc2c(cc1OC)-c1cc(Nc3ccccc3)nc(=O)n1CC2
→ 2, 11, 6, -9, 3, 3, -5, -2, 4, -8
FC(F)(F)c1cc(-c2cccs2)nc2ncnn12
→ 0, -2, -3, -4, -4, -1, -3, 0, 3, -1
CCOC(=O)N1CCN(S(=O)(=O)c2ccc3c(c2)CC(C)N3C(C)=O)CC1 (stereo unspecified)
→ 4, 0, -2, -2, -1, 2, 2, 7, 1, -1
CN(NC(=O)C(C)(C)C)c1nc(-c2ccccc2)nnc1C(F)(F)F
→ 2, -4, 1, 0, 8, 0, -3, -3, 11, 5

(cont.)
Compound	MBD2 DNA inh	GC-A act	rCAG binder	SIAE primary	GC-B act	PRMT1 FP inh	ABHD4 inh	HTRA1 inhibitor	UHRF1 binding	TCR CD3 inh
CCOCCN1CCN(C2c3ccccc3CSc3ccccc32)CC1 (stereo unspecified)	-2	-22	-9	8	-16	-4	12	-8	-1	-5
CCC(C)NC(=S)NNC(=O)c1ccc(C(C)(C)C)cc1 (stereo unspecified)	-4	3	9	-2	0	1	9	-5	1	7
CC(C)N1CCC(N2CCN(Cc3nc4ccccc4s3)CC2CCO)CC1 (stereo unspecified)	-1	2	-1	-6	1	7	1	0	-1	-2
CC(C)NC(=O)[C@]1(C)CCC[C@@]2(C)C3CC[C@@]4(C)C[C@]3(CCC21)CC4=O (stereo partly specified)	-7	0	-8	8	4	2	1	5	1	5
O=C(CNC(=O)c1cccc(Cl)c1)NCCCSc1ccccc1	2	-2	-1	5	-6	2	-3	-9	-3	-3
CCCCC[C@@H](C)N1C[C@@H](COCc2ccccc2)Oc2cc(N3CC[C@H](O)C3)ccc2S1(=O)=O	-7	-9	5	-6	-8	-7	-12	.	-1	4
COc1ccc(C(C)=O)cc1Cn1c(C)c(C(=O)NCc2cccc(Cl)c2)sc1=O	2	-6	3	4	-3	2	-10	.	-2	-3
O=C(Nc1cccc(-c2ccc(N3CCOCC3)nn2)c1)c1ccccc1	-1	-3	-3	-8	-3	-1	3	-13	-1	6
CCC(C)(C)n1nnnc1C(c1cc2cc(C)cc(C)c2[nH]c1=O)N1CCCC1 (stereo unspecified)	-1	-3	7	-1	3	12	-2	-7	-4	1
COC(=O)C1C(=O)C(C(=O)/C=C/c2ccccc2)C(=O)CC1(C)C (stereo unspecified)	-3	1	3	0	-1	-1	-6	1	-3	11
Cc1nc(N2CCN(c3ccccn3)CC2)c2c(C)c(C(=O)Nc3ccc(Br)cc3C)sc2n1	-6	0	3	1	-2	3	5	1	3	5
CCn1cc(C(=O)N[C@H](C(=O)NCCCn2ccnc2)C(C)C)c(=O)c2cc3c(cc21)OCO3	-2	6	-5	5	3	-1	-3	4	1	-2
COc1cccc2cc(-c3nc4ccccc4o3)c(=O)oc12	-3	3	5	-6	3	-1	-8	-6	-10	-2
CCOC(=O)Cc1csc(NC(=O)c2ccc(S(=O)(=O)N3CCCCC3)cc2)n1	2	-3	3	7	-9	0	-2	-9	0	4
Cc1ccc(OCCn2c(Br)nc3c2c(=O)n(C)c(=O)n3C)cc1	1	-5	-2	-5	0	-4	-2	13	-1	4
COc1ccc(N=Cc2c(OC)ccc3ccccc23)cc1	-8	-3	-2	4	-3	-3	-1	1	-6	1
CCCCC1C(C#N)=C(C)NC2=C1C(=O)CC(C)(C)C2 (stereo unspecified)	-3	-1	-1	3	-2	0	4	0	0	0
CCC(C)[C@H](NC(=O)C1COC(O)([C@H](Cc2ccccc2)NC(=O)[C@@H](NC(=O)OCc2ccccc2)C(C)C)CN1C)C(=O)N[C@H](C(=O)OC)C(C)C (stereo partly specified)	2	1	.	1	-3	1	-3	.	1	.
Cc1ccc(SCC(=O)NNC(=O)c2ccccc2)c(C)c1	1	0	1	-2	-2	6	8	-3	1	-2
O=C(NCCc1ccccc1)C1CC(=O)N(C2CCCC2)C1 (stereo unspecified)	-9	2	3	9	1	-3	2	8	-3	8
O=C1C2C3C=CC(C3)C2C(=O)N1CCC(=O)N1CCc2ccccc21 (stereo unspecified)	1	-3	-1	-3	-5	0	-10	6	4	-13
O=C(CN1C(=O)NC2(CCCC2)C1=O)Nc1nc(-c2ccc(F)c(F)c2)cs1	-4	38	1	-8	6	-1	-8	-21	-3	3
CCOC(=O)c1cnc(SCC(C)C)nc1N	0	1	-3	-4	1	-3	-3	2	2	1
Cc1cc(C)cc(NC(=O)CSc2cc(C(=O)c3nccn3C)c3ccccc3n2)c1	-1	0	2	-7	4	1	-10	3	-2	7
